PREPL inhibitor: PREPL enzyme inhibitors, primary screen, biochemical, fluorescence polarization; recombinant PREPL, fluorescence polarization activity-based probe; Prolyl endopeptidase-like (Homo sapiens), Q4J6C6; inhibition, % at 5.96 µM; 0.68% of 320,000 active; in the data active = inhibition above about 43%;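 note: 0% = enzyme with DMSO and 100% = wells lacking enzyme; many of its hits are not listed in these tables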
PAD4 FP inh: human PAD4 inhibitors, primary screen, biochemical, fluorescence polarization, 1536-well format; inhibition, % at 6.36 µM; recombinant PAD4, RCA probe fluorescence polarization; 0.41% of 330,000 active; AID 485272, 2010;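 active = percent inhibition above a cutoff equal to the mean of all tested compounds plus 3 SD, cut at about 15% in these data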;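 note: 0% = PAD4 with RCA probe and DMSO and 100% = probe without PAD4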
PAFAH1B3 FP inh: PAFAH1B3 enzyme inhibitors, primary screen, biochemical, fluorescence polarization, human; Platelet-activating factor acetylhydrolase IB subunit alpha1 (Homo sapiens), Q15102; recombinant PAFAH1B3, FP-rhodamine probe; inhibition, % at 3.39 µM; 0.28% of 340,000 active; AID 492972, 2010;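 active = inhibition above the screen-wide average of all tested compounds plus 3 SD, cut at about 25% in these data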;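 note: 0% = enzyme with DMSO only and 100% = wells lacking PAFAH1B3 protein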
GSTO1 inh: inhibitors of recombinant GSTO1, primary screen, counter-screen for RBBP9 inhibitor project, biochemical, fluorescence polarization; activity-based probe fluorescence polarization; inhibition, % at 5.96 µM; 1.1% of 300,000 active;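 active = inhibition above the campaign mean inhibition plus 3 SD, cut at about 35% in these data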;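 note: 0% = GSTO1-1 with DMSO and 100% = wells lacking GSTO1-1 enzyme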
LYPLA2 counter: LYPLA2 inhibitors, primary screen, counter-screen for PME1 inhibitor project, biochemical, fluorescence polarization, FP-Rh probe ABPP. Acyl-protein thioesterase 2 (Homo sapiens), O95372. recombinant LYPLA2. inhibition, % at 5.9 µM. AID 2177, 2009. 0.38% of 320,000 active;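 active = inhibition above the screen-wide mean plus 3 SD, limit set per campaign, cut at about 26% in these data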;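 note: 0% = LYPLA2 with DMSO and 100% = wells lacking LYPLA2 enzyme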
Target sequence (O95372 whole entry, looked up): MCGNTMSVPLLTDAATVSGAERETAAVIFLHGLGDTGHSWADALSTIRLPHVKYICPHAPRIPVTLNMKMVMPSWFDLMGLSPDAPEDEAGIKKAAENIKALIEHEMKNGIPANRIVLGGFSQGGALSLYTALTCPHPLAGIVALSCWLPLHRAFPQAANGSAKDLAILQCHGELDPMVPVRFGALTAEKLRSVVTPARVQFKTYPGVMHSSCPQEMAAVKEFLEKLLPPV
pPAFAH inh: pPAFAH enzyme inhibitors, primary screen, biochemical, fluorescence polarization, human; 1.5% of 330,000 active; Platelet-activating factor acetylhydrolase (Homo sapiens), Q13093; inhibition, % at 3.39 µM; recombinant pPAFAH, FP-rhodamine probe fluorescence polarization;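 active = inhibition above the mean inhibition across the screen plus 3 SD, cut at about 25% in these data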;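 note: inhibitors block binding of the rhodamine activity-based probe so polarization drops; 0% = enzyme with DMSO and 100% = wells lacking pPAFAH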
PAFAH1B2 inh: PAFAH1B2 enzyme inhibitors, primary screen, biochemical, fluorescence polarization, human; Platelet-activating factor acetylhydrolase IB subunit alpha2 (Homo sapiens), P68402; recombinant PAFAH1B2, FP-rhodamine activity probe; inhibition, % at 3.39 µM; 1.2% of 340,000 active; AID 492953, 2010;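 active = inhibition above the mean of all tested compounds plus 3 SD, cut at about 24% in these data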;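 note: 0% = enzyme with DMSO and 100% = wells lacking PAFAH1B2; many of its hits are not listed in these tables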
Target sequence (P68402 whole entry, looked up): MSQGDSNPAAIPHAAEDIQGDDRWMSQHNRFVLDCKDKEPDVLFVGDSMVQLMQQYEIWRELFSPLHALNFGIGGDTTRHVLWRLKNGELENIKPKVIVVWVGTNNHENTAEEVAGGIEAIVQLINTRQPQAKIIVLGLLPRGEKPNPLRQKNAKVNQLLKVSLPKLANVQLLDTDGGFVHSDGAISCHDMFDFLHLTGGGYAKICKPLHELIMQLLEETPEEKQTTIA
LYPLA1 inh: LYPLA1 inhibitors, primary screen, counter-screen for PME1 inhibitor project, biochemical, fluorescence polarization, FP-Rh probe ABPP; inhibition, % at 5.9 µM; 0.16% of 320,000 active; Acyl-protein thioesterase 1 (Homo sapiens), O75608; recombinant LYPLA1; AID 2174, 2009;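 active = inhibition above the mean of all tested compounds plus 3 SD, set per campaign, cut at about 14% in these data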;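 note: inhibitors block serine hydrolase probe labeling of LYPLA1 so polarization falls; 0% = enzyme with DMSO and 100% = wells lacking LYPLA1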
PME-1 primary: PME-1 inhibitors via competitive probe labeling, primary screen, biochemical, fluorescence polarization, FP-Rh probe, HTS | Protein phosphatase methylesterase 1 (Homo sapiens), Q9Y570 | recombinant PME-1 | inhibition, % at 5.9 µM | 0.53% of 320,000 active | AID 2130, 2009;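 active = inhibition above the campaign mean of all compounds plus 3 SD, cut at about 26% in these data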;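 note: competitive labeling of PME-1 active site by serine hydrolase directed probe; 0% = PME-1 with DMSO and 100% = wells lacking PME-1 enzyme; inhibitors block probe labeling so polarization falls and inhibition rises; many of its hits are not listed in these tables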
Target sequence (Q9Y570 whole entry, looked up): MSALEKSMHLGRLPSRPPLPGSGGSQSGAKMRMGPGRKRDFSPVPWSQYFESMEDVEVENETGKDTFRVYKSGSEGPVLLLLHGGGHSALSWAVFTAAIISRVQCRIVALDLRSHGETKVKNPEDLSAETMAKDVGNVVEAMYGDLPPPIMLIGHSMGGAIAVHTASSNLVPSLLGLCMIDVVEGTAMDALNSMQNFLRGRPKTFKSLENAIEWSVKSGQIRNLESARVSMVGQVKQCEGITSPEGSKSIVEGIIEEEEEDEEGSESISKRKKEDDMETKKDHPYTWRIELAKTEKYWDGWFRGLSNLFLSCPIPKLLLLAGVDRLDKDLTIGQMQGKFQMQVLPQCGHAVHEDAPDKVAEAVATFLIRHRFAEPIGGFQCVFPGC
An asterisk follows results filed as active; · = no result given. These rows are one share of the data; the hit share may differ from the screen's.

SMILES | PREPL inhibitor | PAD4 FP inh | PAFAH1B3 FP inh | GSTO1 inh | LYPLA2 counter | pPAFAH inh | PAFAH1B2 inh | LYPLA1 inh | PME-1 primary
Cc1cc(OCC(=O)OCC(=O)NC2CCCCC2C)ccc1Cl (configuration not stated) | 15 | -2 | 7 | · | 0 | 6 | 8 | -3 | -1
CC(C)CC(=O)Nc1ccnn1C1CCN(C(=O)c2ccc(F)cc2Cl)CC1 | 2 | 1 | 3 | 3 | -1 | 1 | 4 | 6 | 6
COc1ccc(CCNC(=O)C2CCC(CNc3c(N4CCCC4)c(=O)c3=O)CC2)cc1OC (configuration not stated) | 20 | -1 | 8 | 0 | 8 | -2 | -2 | 3 | -8
CN(C)Cc1ccc(CNC(=O)COc2ccc3ccccc3c2)cc1 | 31 | -6 | 6 | 8 | 0 | 5 | 6 | -2 | 0
O=c1c2c(nc3cc(-c4ccccc4)[nH]n13)CCS2 | 4 | -4 | 5 | -5 | 1 | 11 | 12 | 5 | -3
CCOc1cc(/C=N/NC(=O)CSc2nncn2C)ccc1OCc1cccc(C)c1 | 36 | -3 | 6 | 5 | -1 | 10 | -1 | 3 | 0
CCCCCCCCCCOC(=O)Cn1c(COc2ccccc2)[n+](C)c2ccccc21 | -64 | 3 | 7 | -2 | 12 | 13 | 6 | 1 | 1
COc1ccc(Cl)cc1Nc1cc(C)nc2ccccc12 | 5 | 0 | · | 13 | -9 | -5 | · | -2 | -3
Cc1oc(=O)c(NC(=O)c2ccc(Cl)cc2)cc1C(=O)c1ccccc1 | -11 | -2 | 1 | 2 | -6 | 4 | 5 | -4 | -15
COc1ccc(N(CC(=O)Nc2ccccc2F)S(=O)(=O)c2ccc(C)c([N+](=O)[O-])c2)cc1 | 2 | 4 | 3 | 2 | -5 | 2 | -2 | -7 | -1
CC(C)COC(=O)COc1cc(Cl)c(Cl)cc1Cl | -6 | -6 | · | · | 3 | 0 | · | -1 | 1
CCC(CC)C(=O)NCc1ccc(Cl)cc1 | -3 | 2 | 11 | 9 | -3 | -6 | 3 | 1 | -8
Cc1ccc(S(=O)(=O)N2CCCCC2)cc1NS(=O)(=O)c1ccccc1F | 3 | 5 | 5 | · | · | 2 | 5 | · | ·
COc1ccc(C(CCN2CCOCC2)c2c(OC)cc(OC)c3c(-c4ccccc4)cc(=O)oc23)cc1 (configuration not stated) | · | -4 | 10 | · | · | 0 | 2 | · | ·
Cc1cccc(NC(=S)NC(=O)C2CC2)c1 | 13 | 2 | 7 | 8 | 8 | -3 | 8 | 2 | 5
COc1ccc(NC(=S)N2CCCC(c3nc4ccc(C)cc4[nH]3)C2)c(OC)c1 (configuration not stated) | -11 | -2 | 10 | 7 | 4 | 3 | 4 | 1 | 3
COc1ccc(/C=C/CN2CCC(Oc3ccc(C(=O)N4CCCCC4)cc3)CC2)cc1 | 16 | -3 | 2 | 12 | 16 | 3 | 3 | 0 | 9
N=c1n(CCN2CCCC2)c2ccccc2n1CC(O)c1ccco1 (configuration not stated) | 23 | 4 | 7 | 0 | -5 | 1 | 11 | -2 | 4
S=C(NCCNCc1ccccc1)NC1CCCCC1 | 10 | -4 | · | -13 | -21 | -5 | · | -7 | -6
CN1CCN(C(=O)c2ccc3c(c2)N(Cc2ccc(Cl)cc2)C(=O)c2ccccc2S3=O)CC1 (configuration not stated) | 9 | -3 | 2 | 5 | 1 | 4 | 6 | 1 | 2
COc1ccc(C(=O)CSc2nnc(-c3ccco3)n2C)cc1 | -5 | -7 | 1 | 7 | 6 | 6 | 7 | 5 | 5
CCn1cc(C(c2ccccc2)C(C(C)=O)[N+](=O)[O-])c2ccccc21 (configuration not stated) | 1 | 6 | -2 | 0 | 6 | 7 | 6 | 3 | 7
COc1ccc(-c2cc3c(=O)n(CC(=O)N4CCN(C)CC4)ncn3n2)cc1 | 17 | 4 | 6 | -5 | -2 | 1 | 6 | 0 | 3
COC(=O)c1cc(S(=O)(=O)N2CCN(c3ccc(C(C)=O)cc3)CC2)c[nH]1 | -22 | 0 | 4 | 4 | 6 | -3 | 3 | -3 | 0
COc1cc(-c2nc3ccccn3c2NCc2ccccc2)ccc1SC1CCCCC1 | -14 | -11 | 4 | -6 | 0 | 19 | 11 | -6 | 6
Cc1ccccc1C(=O)NCCc1nnc(SCC(=O)Nc2nc(-c3ccccc3)cs2)n1C | 18 | 1 | 2 | -3 | -5 | 7 | 10 | -3 | 4
C=CCN=C1CC(C)(C)CC(=O)/C1=C(\O)CCCN1C(=O)c2ccccc2C1=O | 14 | 0 | -2 | 2 | 5 | 1 | -1 | 2 | 0
CCCn1c2c(c(O)c(C(=O)Nc3ccccc3)c1=O)CCCC2 | 8 | -5 | -2 | 6 | -1 | 2 | -1 | -6 | 4
CC(NC(=O)C1=CC=CN2CCS(=O)(=O)N=C12)c1ccc(Cl)c(Cl)c1 (configuration not stated) | -1 | 4 | 10 | · | · | 1 | 7 | · | ·
COc1cccc(CNc2ccc([N+](=O)[O-])c(NCC(=O)O)n2)c1 | 4 | 0 | -1 | -11 | 10 | 3 | 5 | 4 | -4
O=C(COc1ccccc1Cl)Nc1ccc(NC(=O)c2ccco2)cc1 | 2 | 2 | 8 | 3 | 0 | 2 | 5 | 0 | -3
CCCCn1c(N)c(N(CCC(C)C)C(=O)CSc2nncn2-c2ccccc2)c(=O)[nH]c1=O | 11 | 0 | -2 | · | -2 | 3 | 4 | 1 | -1
CSc1ccc(/C=C/C(=O)c2ccc(NC(C)=O)cc2)cc1 | 5 | -1 | -2 | -50 | -29 | -13 | -3 | -24 | -45
Cc1onc(-c2c(Cl)cccc2Cl)c1C(=O)Nc1ccc(Cl)cn1 | -5 | 1 | 10 | 9 | -6 | 3 | -3 | -3 | -1
CC1(OC(=O)C2CCCC2)C(=O)C=C2C=C(c3ccsc3)N(C(CO)CO)C=C2C1=O (configuration not stated) | 5 | -10 | 4 | 10 | 1 | 2 | 0 | -4 | 0
Cc1ccc(C)c(-n2c(=O)c(C#N)cc3c(=O)n4ccccc4nc32)c1 | -2 | 1 | 5 | -3 | 0 | 7 | 1 | 0 | -1
COc1ccc(S(=O)(=O)N2CCOCC2)cc1NC(=O)CO/N=C/c1ccccc1OC(F)F | 10 | 0 | 2 | 4 | 7 | 1 | 0 | 0 | 20
CCN(Cc1cccs1)C(=O)c1cccc(S(=O)(=O)N2CCN(C)CC2)c1 | 7 | 2 | 4 | · | 6 | 3 | 0 | 1 | 0
Cc1noc(C)c1S(=O)(=O)N1CCCC(C(=O)NCc2ccccn2)C1 (configuration not stated) | 15 | -1 | 3 | 1 | 1 | 2 | -2 | 3 | 2
Cc1cccc(C2NC(=O)c3ccccc3O2)c1 (configuration not stated) | -6 | 3 | 2 | 3 | 4 | 3 | 3 | -4 | -2
Cc1cc(C)n2c(SCC(=O)Nc3ccc(F)cc3F)nnc2n1 | 6 | 4 | 4 | 8 | -4 | 8 | 1 | -1 | 0
FC(F)(F)c1cccc(NC(=S)Nc2ccc(Cl)cc2Cl)c1 | 10 | -3 | 6 | -2 | 0 | -5 | -1 | 5 | 8
O=C(CNC(=O)c1ccc(Cl)cc1)OCC(=O)N1CCCC1 | 12 | -4 | 5 | -4 | 4 | -2 | 3 | 2 | 6
CC(C)C(C)NC(=O)CN1C(=O)NC(C)(c2ccc3ccccc3c2)C1=O (configuration not stated) | 6 | 1 | 17 | 2 | -6 | 4 | 7 | -4 | -1
C=CCC[C@@H](Cc1ccc(F)cc1)C(=O)OCCNC(=O)[C@H](CC=C)CC(=O)NCCO | 13 | -4 | 9 | · | · | 0 | 9 | · | ·
CCOc1ccc(N=C2SC(C(=O)Nc3ccccc3C#N)C(N)=C2C(=O)Nc2ccc(Cl)cc2)cc1 (configuration not stated) | -3 | 3 | 6 | -9 | -41 | -20 | -4 | -30 | -20
COc1ccc(C(=O)Nc2nnc(-c3ccco3)s2)cc1 | -4 | -10 | 16 | 3 | -1 | 2 | 0 | -1 | -5
O=C1OC[C@@H]2CCCN2C(=O)[C@H](CC(=O)N(CCO)Cc2ccccc2)C/C=C\CC[C@H]1Cc1ccc(F)cc1 | 35 | 1 | 6 | · | · | 4 | 12 | · | ·
Cn1c2ccccc2c2nnc(SCC(=O)NC3CC3)nc21 | 1 | -1 | 14 | -2 | -8 | -1 | 4 | -1 | 0
O=C(NNc1nc2ccccc2s1)Nc1ccc(F)cc1 | 16 | -2 | 5 | 1 | 4 | 1 | 1 | -2 | 0
COc1ccc2c(c1)OC13CCCCC1C2C(C(=O)c1ccccc1)C(=O)N3 (configuration not stated) | 15 | 2 | 8 | 0 | 5 | -5 | 1 | 1 | 0
COc1ccc(NC(=O)CN(C)C(=O)c2ccc(=O)[nH]c2)cc1 | 10 | 2 | 5 | 6 | 5 | -8 | 2 | 2 | -11
COc1ncnc2c1cnn2-c1ccccc1 | 8 | -13 | 5 | 1 | 1 | 2 | 2 | -2 | -1
COc1cc(NC(=O)[C@@H](NC(=O)c2ccco2)C(C)C)c(OC)cc1NC(=O)c1ccccc1 | 14 | -3 | 7 | 3 | 4 | 2 | 2 | 1 | 2
Cc1cc(C)cc(NCc2ccncc2)c1 | 1 | 0 | 3 | 0 | -8 | 8 | 3 | -2 | -6
CCCCOc1ccc(N(CC(=O)NCc2ccccc2)C(=O)c2csnn2)cc1 | 1 | 1 | 5 | 5 | -1 | 4 | 5 | -2 | -6
Cc1ccn(CCC(=O)NC2CCCc3c2cnn3-c2cccc(C)c2C)n1 (configuration not stated) | 3 | 0 | 6 | 6 | -6 | 2 | 4 | 0 | -6
COc1ccccc1OCc1ccc(C(=O)N2CCOCC2)o1 | -2 | -1 | 0 | 0 | -2 | 4 | -6 | 2 | -1
CCOc1c(Cl)cc(CNCC(C)C)cc1Cl | -4 | 4 | 7 | 6 | 5 | 0 | 2 | 7 | 1
COc1cc(C)cc2oc(=O)c(CC(=O)N3CCN(C(=O)C4COc5ccccc5O4)CC3)c(C)c12 (configuration not stated) | -9 | 1 | 11 | 6 | 11 | 3 | 2 | 1 | 5
Cc1ccc(C(=O)N2CCc3cc4c(cc3C2C)OCCCO4)cc1 (configuration not stated) | -3 | -3 | 5 | 2 | 6 | 3 | 2 | 4 | 3
Cc1cc(=O)n2nc(N3CCC(C(=O)NCCc4ccccc4)CC3)sc2n1 | 13 | -3 | -5 | 1 | -7 | -1 | -1 | 3 | -1

Compound activity as filed in PubChem.
